ERAP1 inh – human ERAP1 aminopeptidase inhibitors, primary screen, biochemical, single point, plate reader; recombinant ERAP1, Leu-AMC fluorescence, 60 min; inhibition, % at 10.7 µM; 340,000 compounds, 0.15% hits;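 active means mean replicate inhibition of at least 30%, or all replicates individually reaching that 30% level; inactive means mean below 30% and not every replicate reaching it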;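 further: 0% = neutral control wells and 100% = L-leucinethiol positive control wells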
SIRT5 block – SIRT5 desuccinylase inhibitors, primary screen, biochemical, fluorescence imaging, single point, set 5; NAD-dependent protein deacylase sirtuin-5, mitochondrial (Homo sapiens), Q9NXA8; 330,000 compounds, 1.1% hits; inhibition, % at 15 µM; AID 652115, 2013; Purified SirT5, succinyl-peptide AMC, trypsin-coupled fluorescence; in the data active means inhibition above about 15%; inconclusive means no clear call, values can overlap the other calls
LGR2 inh – inhibitors of bursicon-induced LGR2 CRE-luciferase signal, primary screen, cell-based, HEK293, CRE-luciferase reporter, bursicon stimulation; Drosophila bursicon receptor LGR2 (rickets); bursicon-stimulated, 4 h; inhibition, % at 9.99 µM; 380,000 compounds, 0.35% hits;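 active means drop in luminescence signal, shown as inhibition above about 50% in the replicate tests, limit read from the data, passing the limit was not always enough; inconclusive means probably only some replicates passing the limit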;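 further: agonist challenge used bursicon conditioned medium at about half maximal strength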
PGC1a acetyl inh – inhibitors of PGC1a acetylation signal, primary screen, cell-based, U2OS, AlphaScreen, inhibitor mode. AlphaScreen anti-acetyl-lysine; with virally co-expressed GCN5 acetyltransferase. inhibition, % at 15.6 µM. 350,000 compounds, 0.17% hits. AID 651687, 2012;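 active means every replicate shows inhibition of at least 40%; inconclusive means mean inhibition at least 40% but some replicate below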;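 further: 0% = neutral control wells and 100% = positive control wells; some results beyond the cut were filed as inactive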
Cneo AK release – Cryptococcus neoformans cell lysis inducers, primary screen, AK release luminescence, single concentration; C. neoformans lysis, adenylate kinase release luminescence, 4 h; normalised: neutral wells 0, clomiphene wells 100; lysis activity, % at 15 µM; 360,000 compounds, 0.2% hits; AID 651654, 2012;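 active means mean lysis activity across replicates of at least 80%, whatever share of replicates individually reach that level; inactive means mean lysis activity below 80%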
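Test system: log-phase Cryptococcus neoformans yeast cells; Quantity: yeast cell density of 5 × 10^6 cells/mL; Buffer or medium: YPD; Doses: single compound concentration per well; Timing: 4 h at 37 °C static, read 1 h later; Measured by: AK luminescence; Read-out basis: lysis from increased AK signal; Control set: Clomiphene as positive control.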
XiGFP reactiv – activators of inactive X chromosome reactivation, primary screen, imaging, XiGFP fibroblasts, GFP high-content imaging, set 2 | XiGFP mouse fibroblasts, % GFP-positive cells imaging, 3 d; cells co-treated with 5-aza-dC sensitizer; scaled so ellipticine positive control = 100% | activation, % at 7.58 µM | AID 743238, 2013 | 360,000 compounds, 0.055% hits;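 active means mean normalized replicate activation at least 10% and every replicate at or above 10%; inconclusive means only one of the two criteria met; inactive means mean below 10% and not all replicates reach 10%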;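 further: 0% = median of on-plate neutral control wells and 100% = ellipticine 6 µM median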
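System: XiGFP fibroblasts, SV40-immortalized. Medium: DMEM plus 5-aza-dC sensitizer. Doses: single point. Timing: 3 d treatment, 15 min room-temperature fixation. Control set: ellipticine 6 µM.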
Statin myotox sup – suppressors of statin myotoxicity in C2C12 myotubes, primary screen, cell-based, single point, plate reader | 330,000 compounds, 0.78% hits | AID 602340, 2012 | rescue of ATP level, % at 7.49 µM | C2C12 myotubes + simvastatin, ATP luminescence, 48 h; scaled: DMSO 0, geranylgeraniol control 100;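 active means mean ATP rescue above about 67%, or every replicate alone reaching that limit, limit read from the data, passing the limit was not always enough; inconclusive means no clear call, values can overlap the other calls; inactive means mean under the limit and some replicate under it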;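 further: myotubes were challenged with 10 µM simvastatin during compound exposure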
S100A4 MyoIIA – inhibitors of S100A4-myosin IIA peptide binding, primary screen, biochemical, fluorescence polarization, TAMRA-MyoIIA peptide; inhibition, % at 10.7 µM; 360,000 compounds, 0.14% hits; AID 652163, 2013;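 active means mean inhibition of at least 70% across replicates, with every replicate also reaching that level; inconclusive means mean inhibition reaches 70% but some replicates fall short; inactive means mean inhibition below 70%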
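Material: human S100A4 monomer with TAMRA-labelled myosin IIA peptide; buffer or medium: HEPES pH 7.2 with CaCl2, KCl, NaCl, DTT, Triton; compound dosing: one concentration per compound; schedule: 5 min incubation before reading; benchmarks: neutral control DMSO, positive control TFP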
Starred values were filed as active, the others as inactive; ? = inconclusive; · = not tested or not shown; & = joins results of further samples.

1	CN1C[C@H](CO)C[C@@H]2c3cccc4[nH]cc(c34)C[C@H]21
2	CN(C)P(=S)(Nc1ccccc1)C(Cl)(Cl)Cl (stereo unspecified)
3	Cc1cccc(CCNCc2cc3cc(C)cc(C)c3[nH]c2=O)c1
4	CCOC(=O)c1c(-n2c(C)cc(/C=C3/C(=O)NC(=O)N(CC)C3=O)c2C)sc2c1CCCC2
5	O=c1c2ccccc2[se]n1-c1ccccc1
6	Cc1cc(C)c2c(c1)-c1cc(C)nn1C(c1cccnc1)N2 (stereo unspecified)
7	Nc1ccccc1C(=O)OCc1ccc([N+](=O)[O-])cc1
8	Cc1c(C)c2ccc(OCC(=O)N3C[C@H]4C[C@@H](C3)c3cccc(=O)n3C4)c(C)c2oc1=O

assay / compound | 1 | 2 | 3 | 4 | 5 | 6 | 7 | 8
PGC1a acetyl inh | 15 | 6 | 1 | -3 | -1 | -13 | -7 | -7
Statin myotox sup | 7 | -4 | 4 | · | 2 | 23 | 4 | 15
S100A4 MyoIIA | 2 | -3 | -4 | -2 | -5&-1 | 5 | 1 | -6
Cneo AK release | -2 | 1 | 4 | 1 | 0 | 0 | 2 | -2
SIRT5 block | 9 | -2 | -3 | 1 | -3 | 0 | -2 | ·
XiGFP reactiv | 0.2 | 0.3 | 0.0 | · | 0.2 | 0.0 | 0.0 | ·
ERAP1 inh | 0 | -1 | 1 | 0 | 75* | 4 | -4 | ·
LGR2 inh | 8 | 23 | 25 | 1 | 13 | 6 | · | -1

9	CCC(C(=O)Nc1ccc(Cl)cc1)N1CCCC1=O (stereo unspecified)
10	CCN(CC)CCNCc1nc2ccccc2c(=O)n1-c1ccc(F)cc1
11	CC(C)CC#Cc1ccc([C@@H]2[C@@H](CO)N3CCCCN(C(=O)Cc4ccccn4)C[C@H]23)cc1
12	O[C@H]1[C@H](O)[C@@H](O)CN2CC[C@H](O)[C@H]12
13	N#CC(C#N)=Cc1ccc(C=C(C#N)C#N)cc1
14	CS(=O)(=O)c1ccc(C2=C(CNC(=O)c3nccs3)[C@H]3CC[C@@H](C2)N3Cc2ccccc2)cc1
15	COc1cc(Br)c(CNCCc2ccc3c(c2)OCO3)cc1OC
16	O=C(c1ccc(N2CCCCC2)c([N+](=O)[O-])c1)N1CCC2(CC1)OCCO2

assay / compound | 9 | 10 | 11 | 12 | 13 | 14 | 15 | 16
PGC1a acetyl inh | 6 | -2 | -3 | 1 | · | -17 | 10 | 1
Statin myotox sup | -3 | · | -15 | 11 | 8 | 2 | 17 | 2
S100A4 MyoIIA | -2 | -3 | · | -1 | -15 | 0 | -1 | 3
Cneo AK release | 0 | -1 | 3 | 0 | -3 | -6 | 1 | -1
SIRT5 block | 3 | -3 | · | -2 | 1 | -2 | 8 | 0
XiGFP reactiv | 0.2 | 0.0 | 0.2 | -0.1 | 0.2 | -0.2 | -0.1 | 0.0
ERAP1 inh | · | 0 | · | 1 | 2 | 2 | 2 | 3
LGR2 inh | 3 | · | -12 | -3 | 0 | -12 | · | -9

17	CCOC(=O)C1(CCc2ccccc2)CCN(Cc2cccc3cnccc23)CC1
18	O=C1NC(=O)N(Cc2ccc(F)cc2)C(=O)/C1=C\c1ccc(N2CCCC2)cc1
19	C=CCCC1(CC(C)C)C(=O)NC(=S)NC1=O
20	c1ccc(CN2CCNCC2)nc1
21	C[C@]12CCC3C(CC[C@H]4C[C@@H](O)CC[C@]34C)[C@H]1C=CC2=O (stereo partly specified)
22	O=c1c2ccc(Cl)cc2[nH]c(=S)n1-c1cccnc1
23	COC(=O)C1=C(c2cc3ccccc3o2)C[C@@H]2CC[C@H]1N2C(=O)NC1CCCCC1
24	CN(C)C(Cc1ccccc1)C(=O)c1c[nH]c2ccccc12 (stereo unspecified)

assay / compound | 17 | 18 | 19 | 20 | 21 | 22 | 23 | 24
PGC1a acetyl inh | -12 | · | · | 1 | -8 | · | 1 | 8
Statin myotox sup | -6 | · | · | 0 | -3 | · | -4 | -8
S100A4 MyoIIA | -4 | 0 | -5 | -1 | -3 | 7 | -1 | -5
Cneo AK release | -2 | · | · | -1 | -2 | · | -5 | -3
SIRT5 block | -9 | 0 | 0 | -4 | -5 | 2 | · | 0
XiGFP reactiv | 0.0 | -0.1 | 0.0 | 0.0 | -0.1 | 0.2 | 0.0 | 0.0
ERAP1 inh | -1 | -2 | 1 | -3 | 1 | 2 | 1 | -3
LGR2 inh | ? | · | -4 | 0 | 6 | 4 | 1 | -37

25	C1CC2OC2CC1C1CO1 (stereo unspecified)
26	COc1ccc(C(c2nnnn2C(C)(C)C)N2CCC3(CC2)C(=O)NCN3c2ccccc2)cc1 (stereo unspecified)
27	COc1cc(O)cc2c1cc([N+](=O)[O-])c1c(C(=O)O)cc3c(c12)OCO3
28	COc1cc2c(c(OC)c1OC)-c1ccc(SC)c(=O)cc1C(NC(C)=O)CC2 (stereo unspecified)
29	Cc1cccc(NP(=O)(Oc2ccccc2F)Oc2ccccc2F)c1
30	c1ccc(N2C3C4CC(C5CCCC54)C32)cc1 (stereo unspecified)
31	CC(Cc1cccs1)NCc1ccccc1 (stereo unspecified)
32	C[C@H]1COc2cccc(N3CCN(C)CC3)c2S(=O)(=O)N1

assay / compound | 25 | 26 | 27 | 28 | 29 | 30 | 31 | 32
PGC1a acetyl inh | 1 | -17 | 6 | -4 | -26 | 12 | 6 | ·
Statin myotox sup | 6 | -11 | 4 | · | · | 8 | 5 | ·
S100A4 MyoIIA | 8 | -3 | 43 | 5 | -5 | 1 | -1 | -6
Cneo AK release | 0 | 0 | -1 | · | 1 | 6 | 1 | ·
SIRT5 block | · | -1 | 5 | · | · | -1 | -1 | 5
XiGFP reactiv | · | 0.1 | · | 1.1 | 0.0 | 0.3 | 0.1 | 0.0
ERAP1 inh | 10 | · | -74 | 4 | -2 | 1 | -5 | ·
LGR2 inh | -14 | 1 | 9 | -4 | 25 | -1 | 7 | 1

33	O=C1NC(=O)C(=Cc2cccc(OCCOc3ccccc3)c2)C(=O)N1
34	COc1ccc(Cc2c(O)[nH]c(=S)[nH]c2=O)cc1
35	CCC(C)n1c(O)c(C=NCCc2ccccc2)c(=O)[nH]c1=S (stereo unspecified)
36	COc1ccc(CCn2c(O)c(/C=N/NC(=O)c3ccncc3)c(=O)[nH]c2=O)cc1OC
37	Cc1cc(/C=C2\C(=O)NC(=O)N(c3ccc(Cl)cc3)C2=O)c(C)n1-c1sc2c(c1C#N)CCCC2
38	CC[C@@H](CO)NC(=O)[C@@H]1C=C2c3cccc4[nH]cc(c34)C[C@H]2N(C)C1
39	CCc1c(C)nc(N)nc1N1N=C1SC(C(C)=O)C(C)=O
40	O=C1NC(c2cc3ccccc3nc2Cl)Nc2ccccc21 (stereo unspecified)

assay / compound | 33 | 34 | 35 | 36 | 37 | 38 | 39 | 40
PGC1a acetyl inh | -15 | 29 | 6 | · | · | -7 | 4 | -3
Statin myotox sup | 4 | 1 | 5 | · | · | -9 | 2 | ·
S100A4 MyoIIA | -5 | -6 | 0 | -2 | -14 | 24 | 2 | -21
Cneo AK release | -2 | 2 | -2 | · | · | 3 | 1 | 2
SIRT5 block | -1 | 2 | -1 | 11 | -1 | -26 | -1 | 0
XiGFP reactiv | 0.0 | 0.0 | 0.0 | -0.1 | 0.0 | 0.0 | 0.1 | 0.0
ERAP1 inh | 7 | 1 | · | 7 | 3 | 1 | -1 | -1
LGR2 inh | -45 | 3 | 11 | -5 | 7 | 2 | 2 | -8

Complete entries from above. Values in the order: PGC1a acetyl inh	Statin myotox sup	S100A4 MyoIIA	Cneo AK release	SIRT5 block	XiGFP reactiv	ERAP1 inh	LGR2 inh
Entry for O=C1NC(=O)C(=Cc2cccc(OCCOc3ccccc3)c2)C(=O)N1 : -15	4	-5	-2	-1	0.0	7	-45
Entry for COc1ccc(Cc2c(O)[nH]c(=S)[nH]c2=O)cc1 : 29	1	-6	2	2	0.0	1	3
Entry for CCc1c(C)nc(N)nc1N1N=C1SC(C(C)=O)C(C)=O : 4	2	2	1	-1	0.1	-1	2
Entry for Cc1cc(/C=C2\C(=O)NC(=O)N(c3ccc(Cl)cc3)C2=O)c(C)n1-c1sc2c(c1C#N)CCCC2 : ·	·	-14	·	-1	0.0	3	7

The list goes on:
41	COC(=O)C1=COC(C)C2CN3CCc4c([nH]c5cc(OC)ccc45)C3CC12 (stereo unspecified)
42	CCCCn1nnnc1C(c1cccc2ccccc12)N1CCC2(CC1)C(=O)NCN2c1ccccc1 (stereo unspecified)
43	CCN1CCN(c2nc3ccccc3s2)CC1
44	O=C(N/N=C/c1c(O)n(CCC2=CCCCC2)c(=S)[nH]c1=O)c1ccccc1
45	CC(=O)c1ccc(NC2=NCCCS2)cc1
46	O=[N+]([O-])c1cc(Cl)c(O)c(-[n+]2c(-c3ccccc3)cc(-c3ccccc3)cc2-c2ccccc2)c1
47	N=c1sc2c(n1Cc1ccccc1)CCCC2
48	CCOP(=O)(OCC)C(NC(=O)NC)C(N)=O (stereo unspecified)
49	CC1=C2C[C@H]3[C@@H](CC=C4C[C@@H](O)CC[C@@]43C)[C@@H]2CC[C@]12O[C@@H]1C[C@H](C)CN[C@@H]1C2C (stereo partly specified)
50	COC(=O)C1=C(c2ccccc2OCc2ccccc2)C[C@@H]2CC[C@H]1N2C(=O)NCc1ccc(N(C)C)cc1

assay / compound | 41 | 42 | 43 | 44 | 45 | 46 | 47 | 48 | 49 | 50
PGC1a acetyl inh | -23 | -44 | 3 | · | -5 | · | -4 | -5 | -1 | -17
Statin myotox sup | 4 | 7 | -37 | · | 0 | 4 | 6 | · | · | 65
S100A4 MyoIIA | -2 | -3 | -5 | 6 | -2 | -3 | -15 | 0 | -3 | 0
Cneo AK release | 0 | 2 | 2 | · | -1 | -1 | 0 | 0 | -8 | -1
SIRT5 block | -2 | · | -4 | -1 | 0 | -1 | -3 | -3 | -1 | ·
XiGFP reactiv | · | -0.1 | · | -0.1 | 0.2 | 0.0 | · | 0.0 | · | 0.7
ERAP1 inh | -3 | · | 3 | -5 | -2 | 0 | -1 | 1 | -2 | ·
LGR2 inh | · | 11 | -15 | -3 | 7 | 13 | -2 | -3 | · | -10

Structures above containing a cyano group (two):
13	N#CC(C#N)=Cc1ccc(C=C(C#N)C#N)cc1
37	Cc1cc(/C=C2\C(=O)NC(=O)N(c3ccc(Cl)cc3)C2=O)c(C)n1-c1sc2c(c1C#N)CCCC2

assay / compound | 13 | 37
PGC1a acetyl inh | · | ·
Statin myotox sup | 8 | ·
S100A4 MyoIIA | -15 | -14
Cneo AK release | -3 | ·
SIRT5 block | 1 | -1
XiGFP reactiv | 0.2 | 0.0
ERAP1 inh | 2 | 3
LGR2 inh | 0 | 7

Screening results from PubChem.

A portion of the library, so the mix of outcomes need not match the whole.
